Source: PubChem
GLP-1R inv ag: acts as inverse agonist at human GLP-1 receptor; HEK293 GLP-1R CRE-luciferase, luminescence, 24 h; GLP-1R form is constitutively active; Potency, µM (highest dose often 38.3 µM), inactives show at the highest dose activity change, negative = inhibition, usual class: inhibitors; hit rate 1.6% among 410,000; P43220; further: potency means the concentration at half of the fitted maximal effect; on the % scale 0 is the no-effect control and ±100 the full control effect; nearly all actives have a fitted effect of over 55% in size
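Stable HEK293 clone (constitutively active GLP-1R + cAMP-response luciferase); 200 cells/uL plated, 12 h pre-culture, compound 24 hr, 37 deg C/5% CO2; detection reagent 12 min RT; luminescence.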
GLP1R ag: GLP-1 receptor (human) agonism; P43220; HEK293 GLP-1R CRE-luciferase, luminescence, 4-6 h; cells express a hypersensitive GLP-1R form; Potency, µM (highest dose often 45.6 µM), for the others: top-dose activation, actives largely listed as activators; hit rate 0.007% among 380,000; further: potency means the concentration at half of the fitted maximal effect; % of control where 0% means no effect
aSyn rescue: rescues yeast growth from alpha-synuclein toxicity; hit rate 0.14% among 370,000; Potency, µM (doses to about 46.1 µM), inactives show top-dose growth rescue (activation), most hits filed as activators; Yeast expressing alpha-synuclein, growth rescue, BacTiter-Glo, 24 h; further: potency means the concentration at half of the fitted maximal effect; % of control where 0% means no effect; nearly all actives have a fitted effect of over 65% in size
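Screening used galactose-induced yeast with toxic alpha-synuclein levels, exposed to compound for 24 hr at 30 deg C. Cell growth, read with BacTiter-Glo luminescence, gave the measured signal.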
DRD3 antagonist: D3 dopamine receptor (human) antagonism; AID 652054; P35462; hit rate 2.5% among 360,000; max response, negative = inhibition, %; D3R cells, DiscoveRx beta-arrestin luminescence, antagonist mode; stronger effect = lower value; in the data active means max response below about -50%; inconclusive means no clear call, values can overlap the other calls; further: on the % scale 0 is the no-effect control and ±100 the full control effect; mostly tested at two doses, the higher about 12 µM
Target sequence (P35462 whole entry, looked up): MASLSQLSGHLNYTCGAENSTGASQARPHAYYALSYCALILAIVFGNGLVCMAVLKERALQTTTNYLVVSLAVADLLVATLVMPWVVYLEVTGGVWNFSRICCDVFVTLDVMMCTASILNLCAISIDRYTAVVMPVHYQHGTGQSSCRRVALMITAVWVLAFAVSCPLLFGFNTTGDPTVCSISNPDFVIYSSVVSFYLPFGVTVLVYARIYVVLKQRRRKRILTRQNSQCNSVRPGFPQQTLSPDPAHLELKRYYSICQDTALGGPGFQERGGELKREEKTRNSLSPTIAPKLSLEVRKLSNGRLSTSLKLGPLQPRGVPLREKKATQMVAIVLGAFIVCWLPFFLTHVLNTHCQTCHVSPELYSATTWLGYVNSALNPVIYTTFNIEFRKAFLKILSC
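Cells plated overnight at 1500 cells/well, then exposed to library compounds with dopamine controls for 90 minutes at 37 degrees C. DiscoveRx reagent added for 30–60 minutes at room temperature; luminescence read, quantitative HTS format.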
TDP43 rescue: inhibitors of TDP-43 toxicity in yeast. TDP-43 expressing yeast growth rescue, BacTiter-Glo, 24 h. Potency, µM (titrated, usually from 46.1 µM), for the others: at the highest dose growth rescue (activation), hits mostly activators. hit rate 1.8% among 410,000. AID 652104; further: potency means the concentration at half of the fitted maximal effect; % of control where 0% means no effect; nearly all actives have a fitted effect of over 50% in size
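Cell-based yeast growth screen: TDP-43 expression induced in galactose, inoculum OD600=0.02 after raffinose pregrowth to mid-log. Read-out BacTiter-Glo luminescence at 24 hr, 30 deg C; inhibition of toxicity seen as signal increase.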
Abeta rescue: restores growth of yeast expressing A-beta42 peptide | yeast expressing A-beta42, growth rescue, OD600, 48 h; response scale: 0% DMSO, 100% iron-clioquinol control | Potency, µM (titrated, usually from 46.1 µM), for the others: at the top dose growth rescue, most hits filed as activators | hit rate 0.063% among 410,000; further: potency means the concentration at half of the fitted maximal effect; nearly all actives have a fitted effect of over 55% in size
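Yeast A-beta toxicity model in growth medium with pinned compounds, 48 h at 30 C; growth read as absorbance at 600 nm. Normalized to FeCl3/clioquinol equimolar mix (positive) and DMSO (negative).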
pAkt inh: blocks phosphorylation of Akt | Neuro2A IGF-stimulated pAkt S473 HTRF, 20 min; stronger effect = lower value | activity change, % for hits at 50 µM | hit rate 0.32% among 360,000; in the data active means activity change below about -80%; inconclusive means mostly about -51% to -80%; further: on the % scale 0 is the no-effect control and ±100 the full control effect
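Neuro2A cells (4,500/well, DMEM with 0.5% FBS) were treated with compound at a single 50 µM final concentration, stimulated with 6 nM IGF for 20 min at 37 °C, and lysed. Phospho-Akt Ser473 was read by HTRF as 665/615 ratio ×10^4.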
PTHR1 ag: agonists of human PTHR1 parathyroid hormone receptor; AID 743266; Q03431; HEK293 GP2 PTHR1 cells, GloSensor cAMP luminescence, 1 h; hit rate 0.075% among 410,000; Potency, µM (titrated, usually from 115 µM), without a hit: at the top dose activation, usual class: activators; further: potency means the concentration at half of the fitted maximal effect; nearly all actives have a fitted effect of over 55% in size; some results filed as inactive show a strong effect at the top dose; inactives centre near -15; many of its hits are not listed in these tables
Target sequence (Q03431 whole entry, looked up): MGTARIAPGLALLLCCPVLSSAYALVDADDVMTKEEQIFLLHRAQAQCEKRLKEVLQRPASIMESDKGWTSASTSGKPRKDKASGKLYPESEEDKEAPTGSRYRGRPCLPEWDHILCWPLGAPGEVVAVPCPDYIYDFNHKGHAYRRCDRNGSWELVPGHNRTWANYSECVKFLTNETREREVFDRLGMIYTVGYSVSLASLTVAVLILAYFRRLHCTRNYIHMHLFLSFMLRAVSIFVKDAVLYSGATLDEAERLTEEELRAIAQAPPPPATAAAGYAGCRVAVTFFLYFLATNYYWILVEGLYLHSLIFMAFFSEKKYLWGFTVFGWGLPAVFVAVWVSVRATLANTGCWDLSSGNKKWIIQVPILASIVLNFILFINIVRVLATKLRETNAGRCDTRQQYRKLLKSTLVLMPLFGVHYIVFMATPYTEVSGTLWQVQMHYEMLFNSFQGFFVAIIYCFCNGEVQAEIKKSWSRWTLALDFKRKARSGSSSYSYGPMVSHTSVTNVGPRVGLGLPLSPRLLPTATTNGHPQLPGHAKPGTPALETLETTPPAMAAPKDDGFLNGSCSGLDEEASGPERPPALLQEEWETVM
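HEK-293-derived GP2 cells expressing PTHR1 and a GloSensor cAMP reporter, 3,000/well, plated overnight, given luciferin plus IBMX (each 0.5 mM as added) for 1 h at 37 °C, then compound for 1 h at 37 °C. Luminescence was read after 15 min at room temperature.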
FUS suppressor: FUS proteinopathy suppression in yeast; S. cerevisiae FUS-expressing, growth rescue, OD600, 24 h; Potency, µM (titrated, usually from 76.6 µM), without a hit: at the highest dose growth rescue (activation), hits mostly activators; hit rate 0.24% among 390,000; AID 1347120;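 further: potency means the concentration at half of the fitted maximal effect; plate controls were DMSO vehicle for no effect and reference control for full effect; nearly all actives have a fitted effect of over 55% in size; some results filed as inactive show a strong effect at the top dose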
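Quantitative HTS measuring growth restoration of FUS-toxic yeast. Galactose-induced cells (OD 0.005) were exposed 24hr at 30C to compounds at several concentrations, then absorbance at 600 nm was recorded.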
* hit, by the source's call; i = inactive; ? = inconclusive; . = no result given; & = joins results of further samples; [ ] = another dose, or the depositor's remark. Unless noted, the call rests on the fitted dose curve; in most records, active means well fitted curve in the direction sought with a large enough effect; inconclusive means small, poorly fitted or top-dose-only effect, or another doubt; inactive means no such curve, though single readings can be large; an effect the other way counts as inactive or inconclusive. The list is partial, so the mix of outcomes need not match the whole.

SMILES	GLP-1R inv ag	GLP1R ag	aSyn rescue	DRD3 antagonist	TDP43 rescue	Abeta rescue	pAkt inh	PTHR1 ag	FUS suppressor
CN(C)CCCNc1ncnc2c1c(-c1ccccc1)cn2-c1ccccc1	4µM*	11%	9%	-17	1%	5%	i	-18%	2%
Cc1ccsc1/C=C1\SC(N2CC(C)OC(C)C2)=NC1=O (configuration not stated)	0%	5%	2%	4	14%	-21%	i	-36%	.
CC(CN1CCC(n2nccc2NC(=O)CCCc2ccccc2)CC1)c1ccccc1 (configuration not stated)	?	10%	0%	?	0%	-3%	i	i	18%
Cc1ccc2c(c1)C(=O)CC(c1ccc3c(c1)OCCO3)O2 (configuration not stated)	?	16%	-14%	14	11µM*	0%	i	-14%	7%
Cc1ccc2cc(CNC(C)C)c(=O)[nH]c2c1	-5%	-16%	-3%	2	-5%	-10%	i	i	7%
Cc1cnc(C(=O)Nc2ccc(S(=O)(=O)N(C(C)C)C(C)C)cc2)cn1	-1%	1%	-1%	-3	9%	9%	i	-2%	5%
CC(=O)OCC(=O)[C@@]1(O)CC[C@H]2[C@@H]3CCC4=CC(=O)C=C[C@]4(C)[C@H]3C(=O)C[C@@]21C	12%	-4%	-4%	6	4%	-15%	i	i	-28%
CCOc1ccc2nc(Cl)c(CN(C(=O)c3cnccn3)C3CCCC3)cc2c1	-19%	9%	3%	16	2%	-2%	i	i	18%
O=S(=O)(c1cccc(-c2nnc(-c3ccc(Br)cc3)o2)c1)N1CCCCCC1	6%	-6%	.	11	7%	-1%	.	-41%[inhibitor]	3%
COc1ccc2nc(N=NC3=C(O)CC(C)(C)CC3=O)sc2c1	?	0%	?	?	-15%	?	i	-16%	16%
CC(C)CNC(=O)c1c2c(nc3ccccc13)-c1ccccc1CC2	?	3%	1%	36	2%	-2%	i	-35%	1%
Cc1ccc(NC(=O)CSc2ncc3c(n2)-c2ccccc2N(C)S3(=O)=O)c(Cl)c1	?	.	.	.	9%	-17%	.	-21%	1%
COc1ccccc1C(=O)NCC1CCN(c2ccc(S(=O)(=O)N3CCOCC3)cc2)CC1	0%	5%	21%	29	-15%	5%	i	-95%[inhibitor]	24%
CNC(=O)NC(=O)CSc1nc2ccccc2n1CCOC	4%	12%	1%	17	-2%	-1%	i	9%[57.5 µM]	6%
COCCN1C(=O)N(c2cccc(OC)c2)C(=O)C1CC(=O)Nc1ccccc1 (configuration not stated)	1%	.	.	.	-16%	-9%	.	-5%	12%

Filtered by structure: the compounds so far with an aryl thioether with sulfur outside any ring.
SMILES	GLP-1R inv ag	GLP1R ag	aSyn rescue	DRD3 antagonist	TDP43 rescue	Abeta rescue	pAkt inh	PTHR1 ag	FUS suppressor
Cc1ccc(NC(=O)CSc2ncc3c(n2)-c2ccccc2N(C)S3(=O)=O)c(Cl)c1	?	.	.	.	9%	-17%	.	-21%	1%
CNC(=O)NC(=O)CSc1nc2ccccc2n1CCOC	4%	12%	1%	17	-2%	-1%	i	9%[57.5 µM]	6%

Carrying on:
SMILES	GLP-1R inv ag	GLP1R ag	aSyn rescue	DRD3 antagonist	TDP43 rescue	Abeta rescue	pAkt inh	PTHR1 ag	FUS suppressor
Cc1ccccc1S(=O)Cc1ccc(C(=O)NC2CCN(Cc3ccccc3)CC2)o1 (configuration not stated)	?	1%	5%	-22	-7%	7%	i	i	-8%
COc1c2ccoc2c(OC[C@@H](OC(C)=O)C(C)(C)O)c2oc(=O)ccc12	4%	3%	7%	30	-6%	-4%	i	-8%	-12%
COC(=O)c1ccc(Cl)c(NC(=O)c2cccc([N+](=O)[O-])c2C)c1	5%	13%	-1%	3	-21%[0.397 µM]	-23%	i	-24%	13%
CC(=O)Nc1ccc(SCCC2CCCCN2C)cc1 (configuration not stated)	-11%	2%	1%	-5	-9%	-16%	i	-23%	-4%
COc1ccccc1-c1csc(C(NC(C)=O)c2ccccc2)n1 (configuration not stated)	3%	1%	-8%	-21	-11%	-20%	i	14%	12%
CS(=O)(=O)Nc1ccc(C2=NN(S(C)(=O)=O)C(c3ccccc3)C2)cc1 (configuration not stated)	10%	0%	1%	0	-2%	2%	i	i	8%
CCOC(=O)C1(C)CCCN(C(=O)c2snnc2C)C1 (configuration not stated)	16%	-6%	0%	9	?	-6%	i	i	-19%
CCCOC(=O)C1=C(C)N(C)C(=O)NC1c1cc2c(cc1[N+](=O)[O-])OCO2 (configuration not stated)	26%	10%	0%	10	-5%	-9%	i	i	5%
CCOC(=O)N1CCN(C(=O)CNC(=O)c2nn(-c3ccc(OC)c(OC)c3)c(=O)c3ccccc23)CC1	7%	2%	1%	10	5%	-15%	i	-7%	9%
Cc1ccc(NC(=O)C(=O)NCC(c2ccc3c(c2)OCO3)N2CCOCC2)c(C)c1 (configuration not stated)	?	.	.	.	22%	25%	.	-6%	21%
Cc1ncc2c(c1OC(=O)c1ccc([N+](=O)[O-])cc1)COC(C)(C)OC2	0%	-19%	6%	-4	22%	-2%	i	-17%[57.5 µM]	6%
CC(=O)NCC1(O)CCCC(C)C1 (configuration not stated)	12%	6%	-6%	2	4%	4%	i	-2%	9%
COc1cccc(NC(=O)C(=O)NCCc2csc(-c3ccc(C)cc3)n2)c1	17%	.	.	.	19%	2%	.	-8%	-8%
O=C(CSc1nnc(SCc2ccc(Cl)cc2)s1)N/N=C/c1c[nH]c2ccccc12	?	4%	-9%	-2	7%	-10%	i	-23%	.
O=C(CCN1C(=O)/C(=C/c2cccs2)SC1=S)N1CCCCC1	-20%	1%	0%	11	27%	-18%	i	-24%	-24%
O=S(=O)(c1ccc(F)cc1)N1CCN(c2nc(-c3ccc(F)cc3)cs2)CC1	1%	-1%	2%	-5	-6%	-7%	i	-2%[57.5 µM]	-14%
COc1cccc(C(=O)Nc2ccc3nc4n(c(=O)c3c2)CCCCC4)c1	52%&29%[activator]	2%	-1%	64	12%&20%	4%&-1%	i	-39%&-38%[inhibitor]	8%&14%
Cn1ccnc1SCc1cc(=O)[nH]c2ccccc12	-12%	-7%	-7%	13	-12%	1%	i	-11%[57.5 µM]	-14%
O=C(NCc1cccc(Cl)c1)C1CCCN(c2ncnc3onc(-c4ccc(F)cc4)c23)C1 (configuration not stated)	?	.	.	.	18%	-18%	.	-20%	?
CC(=O)c1ccc(NC(=O)CN2C(=O)/C(=C/C(C)=C/c3ccccc3)SC2=S)cc1	-4%	-18%	-1%	6	-7%	3%	i	i	.
Cc1csc(-c2cnn(-c3ccccc3)c2NC(=O)c2cccc(F)c2)n1	-15%	13%	5%	-2	6%	-15%	i	?	48%
O=S(=O)(c1cccc(C(F)(F)F)c1)N1c2ccccc2-n2cccc2C1c1cccnc1 (configuration not stated)	10µM*	-3%	7%	10	25µM*	26%	i	-36%[inhibitor]	38%
COc1ccc(C2=C(Nc3ccc(C)cc3)c3ccccc3C2=O)cc1	-9%	3%	6%	8	15%	4%	i	i	.
COCCNc1nc2nonc2nc1N(C)Cc1ccc(C)cc1	4%	6%	6%	4	?	12%	i	-14%	4%
O=S(=O)(NCC(c1cccnc1)N1CCN(c2ccccc2)CC1)c1cc(F)ccc1F (configuration not stated)	0%	-1%	?	-4	-16%	-3%	i	-19%[57.5 µM]	15%
O=C(Nc1cccc(F)c1)c1ccc2snnc2c1	1%	-2%	-8%	.	10%	-16%	.	-14%	0%

Structures listed so far containing fluorine (6):
SMILES	GLP-1R inv ag	GLP1R ag	aSyn rescue	DRD3 antagonist	TDP43 rescue	Abeta rescue	pAkt inh	PTHR1 ag	FUS suppressor
O=S(=O)(c1ccc(F)cc1)N1CCN(c2nc(-c3ccc(F)cc3)cs2)CC1	1%	-1%	2%	-5	-6%	-7%	i	-2%[57.5 µM]	-14%
O=C(NCc1cccc(Cl)c1)C1CCCN(c2ncnc3onc(-c4ccc(F)cc4)c23)C1 (configuration not stated)	?	.	.	.	18%	-18%	.	-20%	?
Cc1csc(-c2cnn(-c3ccccc3)c2NC(=O)c2cccc(F)c2)n1	-15%	13%	5%	-2	6%	-15%	i	?	48%
O=S(=O)(c1cccc(C(F)(F)F)c1)N1c2ccccc2-n2cccc2C1c1cccnc1 (configuration not stated)	10µM*	-3%	7%	10	25µM*	26%	i	-36%[inhibitor]	38%
O=S(=O)(NCC(c1cccnc1)N1CCN(c2ccccc2)CC1)c1cc(F)ccc1F (configuration not stated)	0%	-1%	?	-4	-16%	-3%	i	-19%[57.5 µM]	15%
O=C(Nc1cccc(F)c1)c1ccc2snnc2c1	1%	-2%	-8%	.	10%	-16%	.	-14%	0%
